# Screens (PubChem)
# Autophagy HCS – alters autophagy in cells; MEF GFP-LC3 puncta imaging; test concentration mostly 10 µM; calls only at 10 µM (by protocol); 0.98% of 190,000 active;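 active means percentage of spot-positive cells more than 3 SD above its plate mean, without a fluorescence outlier flag or 80% toxicity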;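 further: spot-positive cell cutoff set from DMSO-treated cells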
# Insulin prom up – MIN6 insulin promoter up-regulation. MIN6 insulin promoter-GFP reporter, high-content imaging; active compounds read high. z-score at 5 µM. 0.3% of 190,000 active. AID 1625;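 active means z-score above 3 at 5 µM with at least 500 cells counted in the well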
# MT stabilize HCS – microtubule stabilization, imaging screen. HeLa tubulin immunostaining HCS, 24 h; share of cells brighter than vehicle mean+2SD. % tubulin-high responders, % at 10 µM. 0.83% of 200,000 active. AID 2205;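 active means plate Z-score above 3 for both tubulin-high and condensed-nucleus cell shares, with cell loss under 80%, at 10 µM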;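 further: anti alpha tubulin signal scored within the nucleus-defined area of each cell; some results filed as inactive read as strong as hits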
# bCat nuc transl – alters nuclear translocation of beta-catenin in HeLa cells; immunofluorescence imaging; nuclear translocation activity, % at 5 µM; 0.3% of 190,000 active; AID 1665;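 active means nuclear translocation activity above 50% at 5 µM, with a well cell count of 50 or more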;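 further: per-cell ratio of nuclear to cytoplasmic median beta-catenin stain intensity; plate controls were DMSO negative control for no effect and GSK-3 inhibitor IX positive control for full effect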
#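 System: HeLa cells, endogenous beta-catenin; compound dosing: 5 µM primary single dose, 0.1% DMSO, 0.02–20 µM confirmation series; incubation: 24 h compound exposure at 37°C, 5% CO2; signal: beta-catenin immunofluorescence imaging with DAPI; evaluation: % activation, nuclear-to-cytoplasmic median beta-catenin signal ratio per cell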
# NOD2 inhibition – inhibition of NOD2-driven NF-kB reporter – cell-based, luminescence, uHTS, HEK293 (AID 1566); inhibition, % at 4 µM; hits with a dose series show EC50 in µM; HEK293 NOD2/NF-kB luciferase reporter, luminescence; higher % means a stronger effect; 0.63% of 290,000 active; in the data active means inhibition above about 50%; further: many of its hits are not listed in these tables
# M17LAP inhibition – P. falciparum M17LAP inhibitors, primary screen, biochemical, fluorogenic H-Leu-NHMec substrate, 1536-well (AID 1619); recombinant M17LAP, H-Leu-NHMec fluorogenic kinetic assay; higher % means a stronger effect; 0.38% of 220,000 active; one-dose inhibition, % at 30 µM; IC50 in µM for titrated hits;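 active means compound inhibiting the enzyme by more than half at any dose during confirmatory dose-response retesting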;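 further: plate controls were full reaction with DMSO carrier for no effect and no enzyme background for full effect; strong numbers were not always called active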
# Dynein transport – blocks dynein driven cargo transport along microtubules; 3617.4 mouse cells, GR-EGFP nuclear translocation imaging; test concentration mostly 20 µM; stimulated with dexamethasone, 1 µM; active compounds read low; 0.47% of 220,000 active; z-score, hits read low;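 active means plate z-score of nuclear minus cytoplasmic receptor signal below a set negative limit, without overly bright fluorescence or cell loss, cut at about -3.5 in these data, passing the limit was not always enough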;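 further: z-score of nuclear minus cytoplasmic ring GR-EGFP intensity difference per well; some compounds called inactive have numbers as strong as hits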
#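 Buffer or medium: Induction medium lacking tetracycline, stripped serum | Also added: Dexamethasone agonist, 1.0 µM final, for 30 min | Timing: 48 h induction, 1 h compound, 30 min dex at 37 °C | Detection: Formaldehyde fixation, Hoechst nuclear stain, 10x automated fluorescence imaging | Measure: Nuclear versus cytoplasmic GR-EGFP signal, averaged per well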
# Yfh1-depleted yeast – enhancers of respiration in Yfh1-depleted yeast, dose response, Friedreich's ataxia, plus single-dose screen (AID 1465) | S. cerevisiae Yfh1-off respiration, WST-1 reduction, 72 h; higher fold induction means a stronger effect | fold induction at 50 µM, or EC50 in µM where a hit was titrated | 0.074% of 220,000 active;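 active means fold induction of absorbance versus untreated yeast above a set limit, then at least 30% activation at any dose in follow-up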;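 further: activators that raise dye reduction in frataxin-depleted yeast; strong numbers were not always called active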
# NOD1 NF-kB reporter – NOD1 signaling inhibitors, primary screen, cell-based, luminescence, uHTS (AID 1578). NOD1-driven NF-kB luciferase reporter cells, luminescence; higher % means a stronger effect. one-dose inhibition, % at 4 µM; EC50 in µM for titrated hits. 1% of 290,000 active; in the data active means inhibition mostly above about 36%, no sharp cut-off; inactive means mostly below about 34%;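 further: HEK-293T reporter cells stimulated with the NOD1 agonist gamma-tri-DAP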
# Dynein transport cytoplasmic EGFP – further read-out of Dynein transport, marked with its call; z-score; measured here: cytoplasmic GR-EGFP intensity; active compounds read high
# Dynein transport nuclear GR-EGFP – also measured in Dynein transport; calls as there; z-score; measured here: nuclear GR-EGFP intensity;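 lower value marks the stronger effect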
# Dynein transport cell count – further read-out of Dynein transport, marked with its call; z-score; measured here: cell count per field
# Insulin prom up cell count – second read-out of Insulin prom up, no call of its own (marks repeat the call); cell count; measured here: cytotoxicity, nuclei count;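 total cells summed across four imaged fields per well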
# bCat nuc transl cell count 5 µM – further read-out of bCat nuc transl, marked with its call; cell count; measured here: cell count, cytotoxicity flag
# MT stabilize HCS Hoechst-high % – further read-out of MT stabilize HCS, marked with its call; % Hoechst-high responders; measured here: nuclear condensation Hoechst responders;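 share of cells brighter than vehicle mean plus two SD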
# MT stabilize HCS cytotoxicity % – second read-out of MT stabilize HCS, no call of its own (marks repeat the call); toxicity, %; measured here: cytotoxicity by cell density;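 0% = mean cell density of plate MIN control wells and 100% = no cells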
# Autophagy HCS cell loss 18 h – recorded beside Autophagy HCS, whose call it bears; toxicity, %; measured here: cell loss, nuclei count;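 cell loss after 18 h compound exposure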
# * hit, by the source's call; i = inactive; · = not tested or not shown.
SMILES,Autophagy HCS,Autophagy HCS cell loss 18 h,Insulin prom up,Insulin prom up cell count,MT stabilize HCS,MT stabilize HCS Hoechst-high %,MT stabilize HCS cytotoxicity %,bCat nuc transl,bCat nuc transl cell count 5 µM,NOD2 inhibition,M17LAP inhibition,Dynein transport,Dynein transport cytoplasmic EGFP,Dynein transport nuclear GR-EGFP,Dynein transport cell count,Yfh1-depleted yeast,NOD1 NF-kB reporter
CC12CCC(C(=O)Nc3cc(Cl)ccc3Cl)(C/C1=N\O)C2(C)C (stereo not given),i,-1,·,·,2.4,1.4,2.5,·,·,-4%,-3%,-1.1,-0.23,-0.58,0.83,i,9%
C/C(CC(=O)Nc1c(C)cc(C)cc1C)=N\NC(=O)c1cnccn1,i,5,·,·,2.6,2.4,1.9,-1.2,929,20%,24%,0.13,-0.34,-0.2,0.079,i,-7%
COc1cc(NS(=O)(=O)c2ccccc2)ccc1-n1nc(C)cc1C,i,5,·,·,2.8,0.1,53,1.1,1217,-2%,6%,-0.32,-0.26,0.2,-0.16,i,-43%
Cc1ccc(S(=O)(=O)N2CCN(C(=O)c3cc4c(C)nn(-c5ccccc5)c4s3)CC2)cc1,i,-6,·,·,1.9,1.7,9.4,·,·,44%,-3%,0.15,-0.17,-0.15,0.33,i,-5%
OCC1CCN(Cc2nc(Cc3ccccc3Cl)no2)CC1,i,7,-0.37,1363,3.7,1.5,6.8,-0.3,1045,7%,6%,0.064,-0.035,0.074,0.29,i,-47%
Cc1nn(CCO)c2nc(-c3cccs3)cc(C(F)(F)F)c12,i,1,-0.43,1155,5.0,3.6,2.3,2.5,463,10%,-5%,-0.13,-0.28,-0.28,-0.012,i,-14%
CC(C)NC(=O)CSc1nnc(C2CC2)n1-c1ccccc1,i,-4,1,1492,3.8,2.1,6.8,2.0,1323,12%,-3%,0.66,-0.4,0.42,-0.28,i,1%
CCOc1ccc(NC(=O)CN2C(=O)COc3ccc(Cl)cc32)cc1,i,0,0.18,975,2.8,3.4,2.2,·,·,-10%,37%,1.7,-0.049,1.3,-0.82,i,-11%
CC(C#Cc1c([C@@H](C)Oc2ccccc2)nnn1Cc1ccccc1)Oc1ccccc1 (stereo not given in full),·,·,-0.2,813,·,·,·,1.1,1314,-14%,-1%,2.6,-0.7,1.5,-1.2,i,-4%
COc1ccc([C@H]2CC(=O)c3c(O)cc(O)cc3O2)cc1O,·,·,-0.66,1457,·,·,·,-3.9,1202,-4%,13%,-1.2,-0.27,-0.78,0.83,i,-3%
N#CCCN(Cc1ccccc1)C(=S)NC(=O)c1ccccc1,i,26,1.2,1824,3.3,2.2,9.5,-3.2,1038,14%,8%,-0.13,-0.21,-0.23,-0.66,i,-10%
O=C(CN1C2=NCCCN2c2ccccc21)c1cccs1,i,4,-0.37,1312,1.5,1.8,5.3,-4.6,1038,16%,-10%,0.2,-0.17,0.074,-0.024,i,-5%
COc1cc2c(cc1NC(=O)c1cccnc1)CCCC2,i,9,-0.18,1579,5.5,1.0,14,-1.3,1062,-5%,-16%,0.54,-0.43,0.64,-0.19,i,-33%
O=C(NNC(=O)C1CCN(Cc2cccc(F)c2)CC1)c1cccs1,i,2,-0.14,1418,1.3,1.3,6.3,0.9,1500,-2%,-3%,-0.21,-0.29,-0.0012,0.31,i,-31%
COc1ccc(NC(=O)c2cc(C)n(Cc3cccs3)c2C)cc1,·,·,-0.33,1363,·,·,·,0.2,1348,-198%,6%,-0.76,-0.24,-0.41,0.49,i,-16%
COc1cc(NC(=O)c2ccccc2F)ccc1NC(=O)c1ccccc1Cl,i,2,-0.63,1660,6.1,1.7,9.3,-2.3,984,-10%,-6%,-0.056,-0.34,0.25,0.82,i,-44%
CS(=O)(=O)N(CC(=O)NCCSCc1ccccc1)c1ccc2c(c1)OCO2,i,6,-0.16,1170,2.0,1.1,0.0,-1.3,1141,-13%,10%,0.71,-0.25,0.64,-0.96,i,-33%
Cc1oc(/N=C/c2cccc3ccccc23)c(C#N)c1C,i,15,-0.3,1180,1.5,3.0,12,1.8,1140,11%,-13%,-0.14,-0.26,0.21,1.9,i,-1%
Cc1ccc(C2OCC3(CO2)COC(c2ccc(C)cc2)OC3)cc1 (stereo not given),i,-10,0.24,1343,4.3,4.3,5.0,-0.1,953,13%,-3%,-0.099,-0.11,0.18,0.97,i,-19%
O=C(NNC1=Nc2cccc3cccc1c23)c1ccc(Br)cc1,i,5,·,·,5.2,3.5,7.1,0.0,1543,-50%,-4%,-1.4,1.2,-0.39,1.1,i,85%*
CCOC(=O)NCCc1c(C)nc2c(c(C)nn2C(C)(C)C)c1C,i,36,-0.99,946,2.7,1.6,6.9,·,·,20%,-3%,-0.018,-0.19,0.22,0.22,i,-2%
O=C(O)/C(=C\c1cccs1)c1ccccc1,i,26,0.1,1397,2.2,1.6,8.7,0.9,966,14%,·,-0.17,-0.31,0.39,0.079,i,-16%
CCOc1ccc2c(c1)sc1nc(C(=O)OC)cc(=O)n12,i,1,·,·,2.1,1.9,5.2,·,·,·,·,0.03,-0.24,0.082,-0.56,i,·
COCCCNC(=O)NC(=O)c1ccccc1,i,-5,-0.14,1260,4.6,2.2,6.9,·,·,17%,7%,-0.59,-0.33,-0.67,0.86,i,-5%
CCOC(=O)N1CCN(C(=O)CN(Cc2ccc(Cl)cc2)S(C)(=O)=O)CC1,i,-3,0.22,1084,3.0,2.3,9.0,-1.9,1115,-7%,-4%,0.58,0.29,-0.45,0.57,i,3%

# Reprinted from the part before: 2 entries; new compounds follow.
SMILES,Autophagy HCS,Autophagy HCS cell loss 18 h,Insulin prom up,Insulin prom up cell count,MT stabilize HCS,MT stabilize HCS Hoechst-high %,MT stabilize HCS cytotoxicity %,bCat nuc transl,bCat nuc transl cell count 5 µM,NOD2 inhibition,M17LAP inhibition,Dynein transport,Dynein transport cytoplasmic EGFP,Dynein transport nuclear GR-EGFP,Dynein transport cell count,Yfh1-depleted yeast,NOD1 NF-kB reporter
COCCCNC(=O)NC(=O)c1ccccc1,i,-5,-0.14,1260,4.6,2.2,6.9,·,·,17%,7%,-0.59,-0.33,-0.67,0.86,i,-5%
CCOC(=O)N1CCN(C(=O)CN(Cc2ccc(Cl)cc2)S(C)(=O)=O)CC1,i,-3,0.22,1084,3.0,2.3,9.0,-1.9,1115,-7%,-4%,0.58,0.29,-0.45,0.57,i,3%
O=C(NCc1ccc(F)cc1)C(Cc1ccccc1)n1cccc1 (stereo not given),·,·,·,·,·,·,·,0.0,1291,-12%,-10%,0.57,-0.22,1.3,-1.3,i,-7%
COc1ccc(OC)c(-n2c(C)cc(C=O)c2C)c1,i,18,-0.2,1652,2.8,1.4,9.2,-0.1,983,18%,19%,0.23,-0.13,0.54,-0.6,i,-17%
CCC(CC)C(=O)OCC(=O)Nc1cccc([N+](=O)[O-])c1,i,17,0.09,1545,1.1,1.1,5.7,-2.4,1211,5%,-5%,-0.12,-0.22,0.36,0.15,i,-35%
Cc1sc(N)c(C#N)c1C,i,-5,0,1376,1.7,3.1,5.5,0.3,1004,-14%,12%,-0.14,-0.28,-0.53,0.016,i,-44%
COc1ccc(-c2nnc(OCc3ccccc3)c3ccccc23)cc1,i,-1,-0.8,1294,6.1,4.2,8.3,-1.7,1068,1%,8%,-0.43,-0.16,0.16,-0.89,i,-12%
COCCN(C(=O)CSc1nnc(-c2cccc(C)c2)n1C)c1c(N)n(Cc2ccccc2)c(=O)[nH]c1=O,i,4,1.3,1317,8.4,1.4,10,-0.7,1042,10%,3%,0.32,-0.33,-0.22,0.45,i,-30%
Clc1ccc(OCc2cc(-c3ccccc3)no2)cc1Cl,i,-4,0.05,1763,1.1,1.9,6.8,-2.6,1069,-32%,-2%,-0.081,-0.2,-0.52,0.18,i,-29%
Cc1ccc(OCc2nc(C#N)c(NCc3ccc4c(c3)OCO4)o2)cc1,i,-3,0.69,1228,2.1,2.4,14,2.0,1131,-48%,-11%,-1.2,0.084,-0.39,1.6,i,-13%
C=CCN(C(=O)c1cccc(C(F)(F)F)c1)C1(C(=O)Nc2ccccc2)CCN(C(C)C)CC1,i,31,-1.3,1324,2.3,1.7,9.9,-1.5,1081,-7%,-7%,0.64,-0.21,-0.04,-0.088,i,-29%
CC1(C)CC[C@]2(C(=O)O)CC[C@]3(C)C(=CCC4[C@@]5(C)CC[C@H](O)C(C)(C)C5CC[C@]43C)C2C1 (stereo not given in full),i,22,-0.82,768,2.4,2.4,10.0,1.4,524,19%,-6%,1.2,-0.25,0.85,-0.19,i,-10%
Cc1cc(=O)c2ccccc2[nH]1,i,1,·,·,3.7,1.4,7.1,·,·,1%,-15%,-0.43,-0.39,0.091,0.5,i,3%
Cc1ccccc1N=C(NO)c1nonc1N,i,-5,-0.19,1514,1.5,1.0,2.5,1.3,873,17%,5%,1,-0.27,0.8,-0.0029,i,-5%
COc1ccccc1C(=O)NCc1ccccn1,i,-7,-0.34,1629,1.4,0.8,1.3,-3.2,956,9%,-4%,0.94,-0.32,0.74,0.0073,i,-22%
CCOC(=O)c1sc2ncnc(N3CCN(C)CC3)c2c1C,i,12,0.46,1324,3.1,3.1,13,0.3,1567,11%,7%,1.2,-0.32,0.74,-0.99,i,-5%
C/C=C(\C)C(=O)NCCN1C2=NC[C@H](C(C)C)N2C[C@@H]1Cc1ccc(OC)cc1,i,-10,0.36,1404,3.2,1.6,10,-0.4,1135,-12%,-7%,-0.71,-0.34,-0.092,0.36,i,-36%
CS(=O)(=O)N(CCC#N)Cc1ccco1,i,-17,·,·,1.9,1.8,3.0,0.0,532,15%,0%,-0.96,-0.28,-0.41,0.74,i,-29%

# This is a subset. The share of hits here may be higher or lower than overall.
